Vc quorum ag – induces V. cholerae light production without autoinducers; 0.16% of 350,000 active; activation, % at 18.7 µM; V. cholerae BH1578 lux reporter, luminescence, 6 h; in the data active = activation mostly above about 9.7%, no sharp cut-off; inconclusive = no clear call, values can overlap the other calls; inactive = mostly below about 3.7%; also: not every result past the cut was called active; inactives centre near 0; reference of the scale not given here
TcdB inh – blocks C. difficile toxin B glycohydrolase activity; P18177; TcdB glycohydrolase enzymatic assay, plate reader; inhibition, % at 9.99 µM; 0.24% of 350,000 active; AID 652162; in the data active = inhibition above about 10%
VHR inh abs – blocks human VHR1 dual specificity phosphatase. recombinant VHR phosphatase, pNPP absorbance. inhibition, % at 13.3 µM. 0.52% of 290,000 active. AID 1654; in the data active = inhibition above about 50%; also: some compounds called inactive have numbers as strong as hits
Target sequence (P51452 whole entry, looked up): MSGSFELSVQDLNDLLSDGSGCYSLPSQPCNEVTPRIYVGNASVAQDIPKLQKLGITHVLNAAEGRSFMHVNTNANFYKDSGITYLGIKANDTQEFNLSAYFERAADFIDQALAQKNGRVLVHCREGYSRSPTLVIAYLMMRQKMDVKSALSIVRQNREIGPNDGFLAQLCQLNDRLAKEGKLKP
MazEF act – MazEF (E. coli) toxin RNase activation | 0.32% of 350,000 active | FAM/BHQ RNA-DNA oligo cleavage fluorescence, 5 h | P0AE70 | activation, % at 20 µM | AID 504720; in the data active = activation above about 50%
Target sequence (P0AE70 whole entry, looked up): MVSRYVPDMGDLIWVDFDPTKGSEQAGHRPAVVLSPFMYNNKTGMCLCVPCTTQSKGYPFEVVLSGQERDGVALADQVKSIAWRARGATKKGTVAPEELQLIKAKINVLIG
Anthrax LF inh2 – blocks Bacillus anthracis lethal factor protease | 0.12% of 360,000 active | P15917 | AID 588501 | inhibition, % at 10 µM | multiplex microsphere protease cleavage assay, LF; in the data active = inhibition above about 30%; inconclusive = no clear call, values can overlap the other calls; also: plate controls were buffer without enzyme for full effect and enzyme alone for no effect
PriA SSB inh – K. pneumoniae PriA-SSBct interaction inhibition. AlphaScreen SSBct-PriA binding, biotinylated peptide. 0.6% of 430,000 active. AID 1272365. inhibition, % at 33 µM; in the data active = inhibition mostly above about 37%, no sharp cut-off; inactive = mostly below about 20%;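 also: plate controls were negative control peptide for no effect and reference peptide for full effect; strong numbers were not always called active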
Y pestis TopoI – blocks Yersinia pestis topoisomerase I activity. Y. pestis Topo-I cleavage product accumulation, plate reader. activity, % at 10 µM. 0.064% of 360,000 active. AID 504884; in the data active = activity above about 50%, passing the limit was not always enough; inconclusive = no clear call, values can overlap the other calls; also: inactives centre near 2
SARS 3CLpro inh – SARS-CoV 3CLpro protease inhibition; P0C6X7; recombinant SARS-CoV 3CLpro, quenched FRET peptide cleavage; inhibition, % at 6 µM; 0.14% of 290,000 active; in the data active = inhibition above about 12%
Rv3671c inh – inhibitors of M. tuberculosis serine protease Rv3671c; P9WHR9; inhibition, % at 5.96 µM; 0.048% of 320,000 active; AID 2606; in the data active = inhibition above about 38%;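 also: extracellular domain of Rv3671c used as enzyme; 0% = enzyme with DMSO and 100% = no enzyme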
Target sequence (P9WHR9 whole entry, looked up, the tested form may be a part): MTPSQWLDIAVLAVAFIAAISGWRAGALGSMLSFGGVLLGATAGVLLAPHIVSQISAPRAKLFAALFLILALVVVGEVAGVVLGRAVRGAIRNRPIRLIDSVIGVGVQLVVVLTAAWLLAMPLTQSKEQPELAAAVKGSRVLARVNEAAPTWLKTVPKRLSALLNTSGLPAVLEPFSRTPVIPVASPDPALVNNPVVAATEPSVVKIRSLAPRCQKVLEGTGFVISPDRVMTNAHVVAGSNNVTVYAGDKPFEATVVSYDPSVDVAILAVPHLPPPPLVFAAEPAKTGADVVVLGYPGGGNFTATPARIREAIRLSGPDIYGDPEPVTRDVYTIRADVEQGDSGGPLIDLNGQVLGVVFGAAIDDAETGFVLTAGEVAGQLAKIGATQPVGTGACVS
PfHsp40 yeast – restores yeast growth despite PfHsp40 toxicity; S. cerevisiae expressing PfHsp40, growth rescue, ATP luminescence; 0.68% of 340,000 active; growth rescue, % at 12.5 µM; AID 504582; in the data active = growth rescue above about 28%, passing the limit was not always enough; inconclusive = no clear call, values can overlap the other calls;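 also: yeast W303a lacking pdr1 and pdr3 grown in galactose medium; growth measured after three days at 30 °C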
An asterisk follows results filed as active; i = inactive; ? = inconclusive; . = no result given. Only part of the results is shown, so the mix of outcomes need not match the whole.

1: N/C(=N\OC(=O)CCCN1C(=O)c2ccccc2C1=O)c1ccc(Cl)cc1
2: CCN(Cc1ccccc1)C(c1ccncc1)c1nnnn1C(C)(C)C (stereo not given)
3: COc1ccc(-c2ccc(=O)n(CC(=O)NCC3COCCO3)n2)cc1 (stereo not given)
4: Cc1ccc(C(O)(C(=O)NN(C(=O)c2ccccc2)c2ccccc2)c2ccc(C)cc2)cc1
5: CCC(=O)N1CCC1(C)C(=O)Nc1ccc(OC(F)F)cc1 (stereo not given)
6: Cn1nnc(NC(=S)NC(=O)c2cccc3ccccc23)n1
7: CCc1ccccc1-n1c(SCC(=O)NC)nnc1-c1ccco1
8: c1ccc2nc3ccccc3nc2c1
compound no.,1,2,3,4,5,6,7,8
Vc quorum ag,11,-0.6,0.0,-0.1,-0.4,i,-0.8,-0.5
TcdB inh,.,.,1.2,0.1,0.0,1.1,-1.1,1.3
VHR inh abs,-1,-18,.,8,.,8,11,18
MazEF act,-2,12,4,-10,.,6,0,-22
Anthrax LF inh2,-1,0,3,-1,-1,-2,-2,-2
PriA SSB inh,.,-4,0,6,.,0,-19,-9
Y pestis TopoI,15,14,3,-2,-8,4,-5,1
SARS 3CLpro inh,-5,-1,.,5,.,-1,-1,6
Rv3671c inh,-7,10,1,-48,.,3,6,2
PfHsp40 yeast,0.3,0.2,-0.6,0.7,.,0.7,1.6,-0.6

9: Cc1cc2c(cc1S(=O)(=O)Nc1cccc(F)c1)n(C)c(=O)c(=O)n2C
10: C[C@@H](NC(=O)c1nc[nH]c1C(=O)NCc1ccccc1)c1ccccc1
11: CCOC(=O)c1[nH]c(C)c(C(=O)Nc2ccc(Cl)cc2)c1C
12: Cc1ccc(O)c(C(CC(=O)NCc2ccco2)c2ccccc2)c1 (stereo not given)
13: O=C(CCCOc1ccc(Cl)cc1Cl)N/N=C/c1ccco1
14: COc1ccccc1NC(=O)COC(=O)C12CC3CC(CC(Br)(C3)C1)C2
15: Cc1cccc(C)c1NC(=O)CN(C)C(=O)c1cc(S(=O)(=O)N2CCOCC2)ccc1N1CCCC1
16: CCOC(=O)N1CCC(NC(=O)c2cn(-c3ccc(OC)cc3)c(=O)c3ccccc23)CC1
compound no.,9,10,11,12,13,14,15,16
Vc quorum ag,-0.2,-0.3,i,0.0,-0.1,-2.6,-2.3,-0.3
TcdB inh,2.1,1.4,-3.7,1.2,0.8,-0.2,0.1,.
VHR inh abs,-2,.,8,15,-3,.,.,8
MazEF act,2,5,7,9,-8,-3,-4,4
Anthrax LF inh2,-6,-8,-1,-3,-2,5,4,1
PriA SSB inh,0,-2,-4,-6,.,-14,11,-7
Y pestis TopoI,-5,20,-5,4,-12,43,5,3
SARS 3CLpro inh,6,.,1,-2,5,.,.,3
Rv3671c inh,-3,-3,-2,-2,6,-14,-2,5
PfHsp40 yeast,1.1,-0.1,-0.1,0.2,-1.8,0.1,0.2,0.9

Retrieved by compound from the list above:
9: Cc1cc2c(cc1S(=O)(=O)Nc1cccc(F)c1)n(C)c(=O)c(=O)n2C
13: O=C(CCCOc1ccc(Cl)cc1Cl)N/N=C/c1ccco1
11: CCOC(=O)c1[nH]c(C)c(C(=O)Nc2ccc(Cl)cc2)c1C
14: COc1ccccc1NC(=O)COC(=O)C12CC3CC(CC(Br)(C3)C1)C2
compound no.,9,13,11,14
Vc quorum ag,-0.2,-0.1,i,-2.6
TcdB inh,2.1,0.8,-3.7,-0.2
VHR inh abs,-2,-3,8,.
MazEF act,2,-8,7,-3
Anthrax LF inh2,-6,-2,-1,5
PriA SSB inh,0,.,-4,-14
Y pestis TopoI,-5,-12,-5,43
SARS 3CLpro inh,6,5,1,.
Rv3671c inh,-3,6,-2,-14
PfHsp40 yeast,1.1,-1.8,-0.1,0.1

The results go on:
17: Cc1ccc(NS(=O)(=O)c2csc(C(N)=O)c2)cc1C
18: CCN(CC)CCNC(=O)c1ccc(NC(=O)Cc2ccccc2F)cc1
19: COc1ccccc1C1CC(c2cccs2)=Nc2ccccc2S1 (stereo not given)
20: CCOC(=O)C1(C)/C(=N/Nc2ccc(Cl)cc2)C(=O)C(=O)N1c1ccccc1 (stereo not given)
21: COc1ccccc1-c1nn(Cc2ccccc2)cc1C(=O)N1CCN(c2ncccn2)CC1
22: N#Cc1c(N2C(=O)Nc3ccccc3N2O)sc2c1CCCCCC2
23: Cc1cccc(C(=O)N2CCCCCC2)c1[N+](=O)[O-]
24: CCCOc1ccc(C(C)=O)cc1Cc1c(O)[nH]c(=S)[nH]c1=O
compound no.,17,18,19,20,21,22,23,24
Vc quorum ag,i,-0.3,i,1.2,i,-0.4,0.1,i
TcdB inh,1.2,1.4,.,.,1.1,0.2,0.3,1.1
VHR inh abs,-29,-1,-11,27,.,-1,14,-35
MazEF act,1,-7,0,-1,6,-2,7,2
Anthrax LF inh2,-4,3,-1,-3,-12,-1,0,-3
PriA SSB inh,1,-7,15,.,-17,-2,3,7
Y pestis TopoI,4,-6,-6,-11,7,8,-3,4
SARS 3CLpro inh,0,3,-6,2,.,2,4,3
Rv3671c inh,7,3,-3,-3,4,2,2,-2
PfHsp40 yeast,-1.5,-1.6,1.6,-0.6,2.4,1.0,1.1,3.2

Some values from above:
Y pestis TopoI, no. 3 reads 3
Y pestis TopoI, no. 2 reads 14
Y pestis TopoI, no. 9 reads -5

(cont.)
25: O=C(O)c1ccccc1C(=O)NNc1cccc(Cl)n1
26: CCOC(=O)C1CCN(C(=O)CSc2c3c(nc4ccccc24)CCC3)CC1
27: O=C(CCC(=O)N1C[C@H]2C[C@@H](C1)c1cccc(=O)n1C2)NCc1cccc(C(F)(F)F)c1
28: CCOC(=O)CSC1=NC(=O)/C(=C/c2ccc(Br)cc2)S1
29: CC(=O)Oc1ccc(Cn2c(C)c(C(=O)NCc3ccccc3C(F)(F)F)sc2=O)cc1
30: O=C(CN1C(=O)C2CC=CCC2C1=O)N1CCN(S(=O)(=O)c2ccccc2)CC1 (stereo not given)
31: Cc1cc(OCC(=O)NCCCN2CCCC2=O)c2c(C)c(C)c(=O)oc2c1
32: CCC(Oc1ccccc1)C(=O)Nc1cc(C)on1 (stereo not given)
compound no.,25,26,27,28,29,30,31,32
Vc quorum ag,-0.3,i,0.2,1.6,-0.5,-0.4,-0.9,-0.3
TcdB inh,1.6,0.2,0.3,-0.2,1.3,-0.6,-11,-0.4
VHR inh abs,14,0,29,4,.,.,2,24
MazEF act,6,10,4,-33,.,0,-3,15
Anthrax LF inh2,-2,0,-1,-8,-9,-2,1,-6
PriA SSB inh,4,-2,.,-1,.,-3,-7,-4
Y pestis TopoI,0,8,-4,-6,25,-5,2,-9
SARS 3CLpro inh,3,4,2,0,.,.,0,2
Rv3671c inh,-1,0,-8,-8,.,2,2,1
PfHsp40 yeast,-0.6,0.5,-0.7,1.5,.,-0.3,0.0,0.7

33: COc1ccc(Cc2nnc(SCC(=O)Nc3ccccc3C#N)o2)cc1
34: Cc1noc(C)c1C(=O)OC(C)C(=O)Nc1ccc2c(c1)OCO2 (stereo not given)
35: COc1ccccc1C(=O)NC(=S)Nc1ccc(N2CCOCC2)cc1
36: COc1ccc(S(=O)(=O)N(C)c2ccc(C(=O)N3CCCC3)cc2)cc1
37: CCNC(=O)C1(C)CCCN(Cc2ccc(-c3ccccc3)o2)C1 (stereo not given)
38: Cc1cc(C)c(S(=O)(=O)NC2CC2)c(C)c1
39: O=C(COc1ccccc1)N1CCN(C/C=C/c2ccccc2)CC1
40: CCOC(=O)N1CCN(C2CCCN(C(=O)c3cccc(N(C)C)c3)C2)CC1 (stereo not given)
compound no.,33,34,35,36,37,38,39,40
Vc quorum ag,i,i,0.3,-0.5,-0.3,-2.1,i,-0.5
TcdB inh,2.4,3.1,-0.1,0.4,-0.4,0.1,.,1.2
VHR inh abs,6,.,.,-6,.,33,14,40
MazEF act,1,1,-33,4,.,1,-2,1
Anthrax LF inh2,0,-7,-6,-3,6,-8,-2,-1
PriA SSB inh,5,-1,.,0,.,-21,3,-9
Y pestis TopoI,7,-5,8,16,3,5,16,-4
SARS 3CLpro inh,3,.,.,3,.,3,2,-1
Rv3671c inh,-1,3,.,0,.,-4,-6,2
PfHsp40 yeast,-0.3,-0.3,.,3.2,.,-1.1,?,-1.2

41: Cc1ccc(OCC(=O)c2cc(C)n(-c3cc(C)on3)c2C)c([N+](=O)[O-])n1
42: O=C(OCC1OC(n2cc(Br)c(=O)[nH]c2=O)C(Br)C1O)c1ccccc1 (stereo not given)
43: CCN1/C(=C/c2ccc3cc(C)ccc3[n+]2CC)Sc2cc(C)c(C)cc21
44: CC1CN(C(=O)CCC(=O)N2CCN(c3ccccn3)CC2)c2ccccc2O1 (stereo not given)
45: COc1ccc(NC(=O)CSc2nc3ccccc3c(=O)n2CCCN2CCOCC2)c(OC)c1
46: COc1ccccc1-n1c(SCC(=O)Nc2ccc(Br)cc2)nc(O)cc1=O
47: Cc1cccn2c(CN[C@@H]3CCCC[C@H]3c3ccccc3)c(C(=O)N3CCOCC3)nc12
48: N#CC(C#N)=C1C(=O)N(CCN2CCCCC2)c2ccccc21
compound no.,41,42,43,44,45,46,47,48
Vc quorum ag,0.3,-0.6,-0.1,0.1,i,i,-0.5,0.9
TcdB inh,1.1,0.0,-6.4,0.0,1.9,-4.5,2.9,-0.5
VHR inh abs,.,2,22,25,26,18,14,14
MazEF act,-12,9,71*,2,-50,0,7,-8
Anthrax LF inh2,2,17,-62,-9,-2,-6,-4,.
PriA SSB inh,-6,3,40,-2,4,-16,-10,-5
Y pestis TopoI,-10,-3,-5,17,35,-10,10,-1
SARS 3CLpro inh,.,-2,-35,-4,-5,5,3,-3
Rv3671c inh,.,-2,.,1,-4,-49,-3,9
PfHsp40 yeast,0.1,1.5,11,-1.0,0.6,4.0,0.7,0.9

49: O=C(CN1C(=O)S/C(=C\C=C\c2ccccc2)C1=O)Nc1cccc(O)c1
50: CCN(CCn1cccn1)C(=O)c1cc(COc2ccccc2SC)on1
51: CC(Sc1nccn1C)C(=O)c1c(N)n(C)c(=O)n(C)c1=O (stereo not given)
52: O=C(CN1C(=O)COc2ccccc21)Nc1ccc(F)cc1
53: COc1ccccc1C=NN=Cc1ccccc1OC
54: OC1CCCC1
55: O=C(COC(=O)CNC(=O)c1cccc([N+](=O)[O-])c1)Nc1cccc(S(=O)(=O)N2CCCC2)c1
56: COC(=O)[C@H](CC(C)C)N(Cc1ccccc1)S(=O)(=O)N(Cc1ccc(OC)cc1)[C@@H](CC(C)C)C(=O)OC
compound no.,49,50,51,52,53,54,55,56
Vc quorum ag,0.6,i,-1.2,-0.2,i,-0.4,-0.3,0.8
TcdB inh,.,0.6,24*,0.6,1.0,0.3,.,1.1
VHR inh abs,8,0,.,5,.,.,13,.
MazEF act,7,-2,-4,6,2,8,5,-2
Anthrax LF inh2,-1,2,?,3,-1,-3,-2,-8
PriA SSB inh,31,0,1,48*,-18,6,5,-2
Y pestis TopoI,1,12,5,-10,-1,-2,13,11
SARS 3CLpro inh,6,-5,.,-3,.,.,4,.
Rv3671c inh,-98,.,5,0,.,0,-1,2
PfHsp40 yeast,2.0,-1.1,-0.3,0.2,-1.0,-0.8,-0.5,-0.2

57: CNc1ccc2ncc(-c3cccc(C(=O)N(C)C)c3)n2n1
58: CC1CCCC(C)N1C(=O)CSc1nc2ccccc2c(=O)[nH]1 (stereo not given)
59: COC(=O)c1cccc(NC(=O)/C=C/c2cccc([N+](=O)[O-])c2)c1
60: CCO/C=C1\C(=O)N(CC)c2ccccc21
61: Cc1cc(C)cc(C(=O)NC(CC(N)=O)c2ccc(NC3CCCCCCC3)c([N+](=O)[O-])c2)c1 (stereo not given)
compound no.,57,58,59,60,61
Vc quorum ag,i,-0.2,-0.7,i,-2.1
TcdB inh,0.1,0.2,0.5,.,2.7
VHR inh abs,.,2,5,18,17
MazEF act,.,12,9,2,-2
Anthrax LF inh2,-3,3,-8,6,-2
PriA SSB inh,.,-5,-10,-2,0
Y pestis TopoI,-1,12,-2,-2,4
SARS 3CLpro inh,.,5,7,2,7
Rv3671c inh,.,8,-28,-6,-3
PfHsp40 yeast,.,1.8,0.4,0.8,-1.8
